Screening data (PubChem BioAssay)
p53ts 39C tox: kills p53ts cells at the nonpermissive temperature | Potency, µM (series often up to 46.1 µM), for the others: top-dose activity change, negative = cell killing, usual class: cytotoxic | AID 902 | 130,000 tested, 1.5% active | H1299-p53A138V viability at 39C, ATP luminescence, 24 h; note: nearly all actives have a fitted effect of over 55% in size
IkB sig inh: IkB pathway inhibition in ABC-DLBCL cells. ABC-DLBCL IkBa-CBG/CBR dual luciferase ratio, 4 h; response scale: scaled: untreated 0%, proteasome inhibitor 100%. Potency, µM (highest dose often 57.1 µM), without a hit: at the top dose IkBa stabilization activation. 110,000 tested, 0.04% active; active = well fitted curve in the direction sought with a large enough effect in the signal ratio, not every such curve was filed as active; inconclusive = small, poorly fitted or top-dose-only effect, or a change in a side signal; the % refers to the signal ratio;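 note: the direction sought is a rising ratio; 0% = basal untreated cells and 100% = reference inhibitor full response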
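Luminescence ratio of IκBα-fused green versus native red beetle luciferase in OCI-Ly3 cells, 4 h post-doxycycline with compound; red signal alone, scaled from basal (0%) to zero light (-100%), flagged nonspecific or cytotoxic effects.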
p53ts 32C tox: p53ts cell cytotoxicity, permissive temperature | 130,000 tested, 0.93% active | Potency, µM (series often up to 46.1 µM), inactives show top-dose activity change, negative = cytotoxicity, most hits filed as cytotoxic | H1299-p53A138V at 32C, ATP luminescence viability, 24 h;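 note: 0% = DMSO and -100% = full killing by reference compound; nearly all actives have a fitted effect of over 55% in size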
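Viability by ATPlite luminescence after 24 h compound treatment (up to 46 uM) at the permissive 32C. Cells are H1299 carrying p53 A138V. Scale runs from DMSO basal to 100 uM tamoxifen as full kill; AC50 from Hill fits.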
Imprint erasure: genomic imprint erasure induction; AID 1948; 110,000 tested, 0.02% active; mouse ES Peg3-LacZ reporter, beta-gal luminescence, 40 h; Potency, µM (series often up to 60.7 µM), for inactives: at the highest dose activity change, positive = activation, hits mostly activators;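 note: 0% = negative control wells on the plate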
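Readout: BetaGlo luminescence (5 min, room temp) for LacZ from the normally silent maternal Peg3 allele in female Peg3LacZ-Neo ES cells. Cells 300/well, 40 h, 37C, 5% CO2. Data normalized per plate to negative controls.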
* = called active by the depositor; ? = inconclusive; / = not tested or not shown; [ ] = dose if it differs, or a comment. Unless noted, calls come from the whole dose curve; as a rule, active = well fitted curve in the direction sought with a large enough effect; inconclusive = small, poorly fitted or top-dose-only effect, or another doubt; inactive = no such curve, though single readings can be large; an effect the other way counts as inactive or inconclusive. Unless noted, % is set by controls: 0 for no effect and ±100 for the full control effect; potency is the fitted concentration of half-maximal effect.

| Structure | Imprint erasure | p53ts 39C tox | p53ts 32C tox | IkB sig inh |
| --- | --- | --- | --- | --- |
| Cc1oc2c(cc(NS(=O)(=O)c3ccc(C(C)C)cc3)c3ccccc32)c1C(=O)O | 12%[10.9 µM] | -1% | 5% | ? |
| O=C(Nc1ccccc1-c1nc2ccccc2o1)c1ccc2c(c1)OCCO2 | -2% | 0% | -12% | -0.7% |
| O=C(C1CCCO1)N1CCN(c2ncccn2)CC1 (stereo not drawn) | -3% | 8% | -4% | 0.1% |
| COCCn1c(SCC(=O)Nc2ccc(S(=O)(=O)N3CCOCC3)cc2)nc2ccccc21 | -16% | -6% | 1% | 0.4% |
| Cc1ccc(-n2nnnc2SCC(=O)NC(=O)Nc2ccc3c(c2)OCCO3)cc1 | -8% | -22% | -19% | 4.9% |
| Cc1ccc(CNC(=O)Cn2c(=O)n(-c3ccc(C)cc3)c(=O)c3c2c2cc(C)ccc2n3C)cc1 | 11%[10.9 µM] | ? | -9% | 0.3% |
| CCN(Cc1ccccc1)S(=O)(=O)c1cc(Br)cc2c1N(C(=O)C1CC1)CC2 | -13%[10.9 µM] | 10% | 5% | ? |
| CCOC(=O)c1c(/N=C/N(C)C)sc(C(=O)OC)c1C | -5% | -3% | -5% | -0.4% |
| Cc1noc(/C=C/c2ccco2)c1S(=O)(=O)N1CCC(C(=O)Nc2ccc(F)c(Cl)c2)CC1 | -11%[10.9 µM] | 5% | -3% | 1.7% |
| O=c1c2cnn(-c3ccccc3)c2ncn1Cc1cccc(Cl)c1 | -2% | -3% | 1% | 2.6% |
| CCC1=C(OC(=O)N(CC)CC)N2C(=O)OC(=NCCOC)[C@]2(Cc2ccccc2)[C@H]2C1=CC[C@H]1C(=O)NC(=O)[C@H]12 | -5% | -5% | 4% | / |
| COCc1cc(=O)n2[nH]c(SC)nc2n1 | 9% | 13% | 5% | 1.1% |
| O=C(CCC1N=C2c3ccccc3N=C(SCc3ccc(Cl)cc3)N2C1=O)NC1CCCCC1 (stereo not drawn) | -9%[10.9 µM] | 5% | 17% | ? |
| C=C(C)CSc1nncn1/N=C/c1ccc(OC)cc1 | -9% | -16% | -13% | -1.7% |
| Cc1cc(C)nc(SCC(=O)Nc2ccc(N3CCOCC3)cc2)n1 | -20% | 8% | -3% | -0.9% |
| CCCC(=O)NCCc1nc2ccccc2n1C | 2% | 1% | 0% | -1.6% |
| Cc1nc2ccc(S(=O)(=O)NC(C(=O)N3CCCCCC3)C(C)C)cc2s1 (stereo not drawn) | 26% | 15% | -6% | 0.7% |
| CCOC(=O)c1ccc(NC(=O)CC2C(=O)N(c3cccc(OC)c3)C(=O)N2CCOC)cc1 (stereo not drawn) | -7% | 5% | -3% | 0.4% |
| Cc1ccc(S(=O)(=O)Nc2cccc(-c3ccc(N4CCCCC4)nn3)c2)s1 | -11%[10.9 µM] | 1µM* | 13µM* | -1.4% |
| Fc1ccc(CNc2ccc(CNc3ncn[nH]3)cc2)cc1 | -45%[inhibitor] | -2% | 4% | 0.2% |
| CN(C)S(=O)(=O)N1CCC(n2cnc3cccnc32)CC1 | 7%[10.9 µM] | -11% | 1% | -0.5% |
| COc1cccc(CNC(=O)Cn2nc(C)c3sc4ccccc4c3c2=O)c1OC | -11%[10.9 µM] | -11% | 0% | ? |
| COc1ccc(OC)c(NC(=O)C2CCCN(S(=O)(=O)c3cccc4cccnc34)C2)c1 (stereo not drawn) | -14% | -8% | 17% | 0.8% |
| O=C/C=C/c1ccc(O)cc1 | 9% | 9% | 8% | / |
| COC(=O)c1cn(NC(=O)CC2CCCCC2)c(=O)c2ccccc12 | -4% | 5% | 13% | -2.2% |
| N#C/C(C(=O)NCc1ccco1)=C1/SC(Cc2ccc(Cl)cc2)C(=O)N1c1ccccc1 (stereo not drawn) | / | 15% | 1% | / |
| Cc1cc(C)n2nc(NCc3cccc(Br)c3)nc2n1 | -14% | -5% | -10% | 6.3% |
| COc1cc(C)c(Cl)cc1S(=O)(=O)NCc1ccncc1 | -9% | 0% | -3% | 3.8% |
| CCOCCCn1c(=S)[nH]c2cc(C(=O)NCCN(CC)CC)ccc2c1=O | -9% | 5% | 2% | -1.6% |
| CSc1nc(C)c(Oc2ccccc2)c(=O)n1C | 5% | 8% | 1% | -0.7% |
| CC(=O)Nc1c(C)nn(-c2ccccc2)c1N1CCC(C(=O)NCc2ccc(F)cc2)CC1 | 13%[10.9 µM] | -13% | -1% | 0.9% |
| CC(C)Cc1cc(C(=O)Nc2cc(Cl)ccc2Cl)no1 | -14% | -3% | -7% | 3.3% |
| CCc1cnc2c(c1SCC(=O)NCc1ccc(C)cc1)c(=O)n(C)c(=O)n2C | -3%[10.9 µM] | -12% | 2% | 2.3% |
| CCOC(=O)c1ccccc1NC(=O)Cn1cc(C(=O)c2cccc(OC)c2)c(=O)c2ccc(C)nc21 | 17%[10.9 µM] | -10% | 4% | ? |
| O=c1c2cc(Cl)ccc2oc2nc3n(c(=O)c12)CCCS3 | 10% | 37%[activator] | 7% | 1.8% |
| Cc1ccc(NC(=O)CCS(=O)(=O)c2ccc3nc(C)sc3c2)c(C)c1 | -8%[10.9 µM] | -25% | -2% | -0.7% |
| COc1ccccc1CNC(=O)Cn1ncc2c3ccccc3n(Cc3ccccc3C)c2c1=O | -10%[10.9 µM] | 1% | -6% | 1.4% |
| Cc1ccc(CCNC(=O)C2CC(=O)N(CCc3ccccc3)C2)cc1 (stereo not drawn) | -7%[10.9 µM] | ? | 7% | 0.6% |
| O=C(NCc1ccc(Cl)cc1)c1cnc(N2CCOCC2)c2ccccc12 | 12%[10.9 µM] | -13% | 0% | ? |
| Cc1ccn(CCSCC(=O)O)n1 | -7% | 3% | -11% | -1.3% |
| Cc1cc(N2CCCN(C)CC2)nc2cc(Cl)ccc12 | -6% | -20% | -8% | -1.2% |
| Cc1cccc(NC(=O)c2c(NC(=O)c3cccs3)sc3c2CCC(C)C3)c1 (stereo not drawn) | -13%[10.9 µM] | 8% | -4% | ? |
| COc1ccc(NC(=O)N2CCN(S(=O)(=O)c3ccc4c(ccn4C)c3)CC2)cc1OC | -7%[10.9 µM] | 12% | 7% | 3.5% |
| CCOC(=O)C1CCN(C(=O)COc2cc(C)c(Br)c(C)c2)CC1 | -13% | -6% | 35%[activator] | ? |
| CCOc1ccc(CCNC(=O)c2ccc(CS(=O)Cc3ccc(Cl)cc3)o2)cc1 (stereo not drawn) | -12%[10.9 µM] | -28% | -4% | ? |
| COc1ccc(C(CNC(=O)c2oc3cc(C)c(C)cc3c2C)N2CCCCC2)cc1 (stereo not drawn) | -8%[10.9 µM] | 6% | 1% | ? |
| COc1ccc(O[C@H]2C=C[C@@H](c3ccccc3)O[C@H]2COC(=O)CC/C(C)=N/O[C@@H]2O[C@H](COC(C)=O)[C@H](OC(C)=O)[C@H](OC(C)=O)[C@H]2OC(C)=O)cc1 | / | 9%[9.22 µM] | -4%[9.22 µM] | / |
| Cc1ccc2cc(CN(Cc3ccc4c(c3)OCO4)Cc3nnnn3Cc3ccco3)c(=O)[nH]c2c1C | -15% | -6% | -9% | ? |
| O=C(NCC(=O)N(Cc1ccc(F)cc1)C(C(=O)NC1CCCC1)c1ccco1)c1ccco1 (stereo not drawn) | -3% | 7% | 12% | 0.9% |
| Cc1cccc(C)c1NC(=O)CSc1nnc(-c2ccoc2C)n1CCc1ccccc1 | / | 11% | -30% | 11% |
| COc1ccc(-c2cn3cccnc3n2)cc1NC(=O)C1CCCC1 | -10% | 6% | 9% | -1.0% |
| CCOC(=O)C1=C(C)NC2=C(C(=O)c3ccccc32)C1c1cccnc1 (stereo not drawn) | 30% | 13% | 8% | -1.6% |
| COc1ccccc1OCC(=O)Nc1oc(-c2ccccc2)c(-c2ccccc2)c1C#N | 2% | 30% | 14% | ? |
| COc1cccc(CNC(=O)Cc2ccc(NC(=O)N3CCSc4ncccc43)cc2)c1OC | 11%[10.9 µM] | -25% | -5% | ? |
| Cc1ccc(NC(=O)c2sc3ncn(Cc4cccc(F)c4)c(=O)c3c2C)c(Br)c1 | ? | 2% | 1% | -0.3% |
| CC1=CC(C)(C)N2C(=O)C3(C(C#N)=C(N)Oc4cc(O)ccc43)c3cccc1c32 (stereo not drawn) | -11% | 7% | 10% | 0.2% |

(next part)
| Structure | Imprint erasure | p53ts 39C tox | p53ts 32C tox | IkB sig inh |
| --- | --- | --- | --- | --- |
| Cc1ccc(S(=O)(=O)N2CCc3cc(C(=O)Nc4ccc(C)c(C)c4)ccc32)cc1 | -10%[10.9 µM] | -38% | 3% | 0.3% |
| NC(=O)N[C@H]1NC(=O)NC1=O | -1%[16.8 µM] | -4%[20.6 µM] | -2%[20.6 µM] | -1.2%[25.6 µM] |
| O=C(Nc1cccc(C(=O)N2CCCC2)c1)c1ccccc1 | -23% | 4% | 5% | -2.0% |
| CCOc1cc(-c2nc(-c3ccccc3OC)no2)cc(OCC)c1OCC | -10% | 2% | 0% | 0.9% |
| CCN(CC)CCNC(=O)c1nn(-c2ccc(C)cc2)c(=O)c2c1c1ccccc1n2C | 6% | 3% | 1% | -0.2% |
| Cn1c(=O)oc2cc(S(=O)(=O)N3CCC(C(=O)N4CCN(c5ccc(Cl)cc5)CC4)CC3)ccc21 | -6%[10.9 µM] | 6% | -2% | ? |
| CCc1ccccc1NC(=O)c1cc(S(=O)(=O)NC2CCCC2)ccc1F | -14%[10.9 µM] | 2% | -4% | -0.3% |
| Cc1c(Cl)cccc1NC(=O)c1cccc(NC(=O)N2CCSc3ncccc32)c1 | -4%[10.9 µM] | 7% | -3% | ? |

A draw from above in order of molar mass, falling:
| Structure | Imprint erasure | p53ts 39C tox | p53ts 32C tox | IkB sig inh |
| --- | --- | --- | --- | --- |
| Cn1c(=O)oc2cc(S(=O)(=O)N3CCC(C(=O)N4CCN(c5ccc(Cl)cc5)CC4)CC3)ccc21 | -6%[10.9 µM] | 6% | -2% | ? |
| Cc1c(Cl)cccc1NC(=O)c1cccc(NC(=O)N2CCSc3ncccc32)c1 | -4%[10.9 µM] | 7% | -3% | ? |
| CCN(CC)CCNC(=O)c1nn(-c2ccc(C)cc2)c(=O)c2c1c1ccccc1n2C | 6% | 3% | 1% | -0.2% |
| CCOc1cc(-c2nc(-c3ccccc3OC)no2)cc(OCC)c1OCC | -10% | 2% | 0% | 0.9% |
| NC(=O)N[C@H]1NC(=O)NC1=O | -1%[16.8 µM] | -4%[20.6 µM] | -2%[20.6 µM] | -1.2%[25.6 µM] |

The list continues.
| Structure | Imprint erasure | p53ts 39C tox | p53ts 32C tox | IkB sig inh |
| --- | --- | --- | --- | --- |
| Cc1cccc(C(=O)NCC(c2ccco2)S(=O)(=O)c2cccs2)c1 (stereo not drawn) | ? | -13% | -5% | ? |
| COC(=O)CSc1cc(C(=O)c2nccn2C)c2ccccc2n1 | -5% | 6% | 2% | -0.7% |
| COCCn1c(SCC#N)nnc1-c1ccccc1 | 2% | 2% | 4% | -0.2% |
| CCC(=O)N1CCc2cc(CNC(=O)Nc3cc(Cl)ccc3C(=O)OC)ccc21 | -6%[10.9 µM] | 0% | -1% | -0.4% |
| O=C(O)c1ccc(NS(=O)(=O)c2ccc(Cl)c(Cl)c2)cc1O | 9% | 10% | 0% | 1.4% |
| COc1ccc(Nc2ncc(C(=O)Nc3cc(Cl)c(OC)cc3OC)c3ccccc23)cc1 | -14%[10.9 µM] | 29% | 6% | ? |
| CCOC(=O)c1sc(NC(=O)CSc2nncs2)c(C(=O)OCC)c1C | -5% | 3% | -2% | 1.1% |
| Cc1nn(-c2ccccc2)c2c1P(=O)(O)/C(=C1\N(C)c3ccccc3C1(C)C)C=N2 | 5% | 8% | 7% | 0.9% |
| Cc1ccc2c(C)nc(NC3=NCN(CCc4ccccc4)CN3)nc2c1 | -33%[inhibitor] | -1% | -2% | 0.3% |
| COc1ccc(-c2noc(N3CCC(C(=O)N4CCN(c5cccc(C)c5C)CC4)CC3)n2)cc1 | -7%[10.9 µM] | -19% | -5% | ? |
| COC(=O)c1c(NC(=O)Cc2coc3cc(C)ccc23)sc2c1CCC2 | -9%[10.9 µM] | 4% | -8% | -3.2% |
| COC(=O)C1CCCN1S(=O)(=O)c1ccc2ccccc2c1 (stereo not drawn) | / | 1% | -13% | 9.2% |
| COc1ccc(CNC(=O)Cn2ncc3c4ccccc4n(Cc4cccc(Cl)c4)c3c2=O)cc1 | -14%[10.9 µM] | 5% | 2% | ? |
| COC(=O)COc1ccc(S(=O)(=O)NCc2ccco2)cc1Cl | 3% | 7% | -4% | 4.1% |
